Compound activity as filed in PubChem BioAssay.
M. tuberculosis = growth inhibition of non-replicating M. tuberculosis (AID 488890). one-dose inhibition, % at 25 µM; IC50 in µM for titrated hits. 320,000 tested, 0.39% active. Mycobacterium tuberculosis non-replicating, growth inhibition; higher % means a stronger effect; in the data active = a potency from the dose series; inconclusive = inhibition mostly from about 82% at the one dose, without a potency; inactive = the rest, 99 in 100 with inhibition below about 76%;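 also: plate controls were DMSO cells for no effect and high antibiotic wells for full effect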
M. tuberculosis HTS = M. tuberculosis growth inhibition, HTS (AID 449762). 330,000 tested, 0.59% active. inhibition, % at 25 µM; hits with a dose series show IC50 in µM. M. tuberculosis H37Rv growth inhibition, 7H9 media; higher % means a stronger effect; in the data active = a potency from the dose series; inconclusive = inhibition above about 70% without an active follow-up result;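 also: bacterial growth assessed after seven days of incubation; strong numbers were not always called active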
Salmonella PhoP GFP = Inhibition of PhoP regulon, Salmonella typhi GFP reporter cells, confirmation, 4 h (AID 1850). Salmonella Typhi PhoP-promoter GFP reporter, fluorescence, 4 h; higher % means a stronger effect. inhibition, % at 50 µM; hits with a dose series show IC50 in µM. 310,000 tested, 0.33% active; in the data active = a potency from the dose series; inconclusive = inhibition mostly from about 25% at the one dose, without a potency; inactive = the rest, 99 in 100 with inhibition below about 19%;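 also: 0% = induced wells with vehicle and 100% = uninduced wells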
H1N1 NS1A inhibition = H1N1 influenza NS1A inhibitors, functional cell based assay (AID 504329) | NS1A functional cell-based assay, percent inhibition; higher % means a stronger effect | inhibition, % at 12.5 µM; hits with a dose series show IC50 in µM | 340,000 tested, 0.3% active; in the data active = a potency from the dose series; inconclusive = inhibition above about 27% without an active follow-up result; also: strong numbers were not always called active
inhibitors of VEEV = inhibitors of VEEV TC-83 cytopathic effect, confirmation, Vero cells (AID 588727) | Vero cells, VEEV TC-83 cytopathic effect inhibition; higher % means a stronger effect | one-dose inhibition, % at 20 µM; IC50 in µM for titrated hits | 350,000 tested, 0.13% active; in the data active = a potency from the dose series; inconclusive = inhibition mostly from about 14% at the one dose, without a potency; inactive = the rest, 99 in 100 with inhibition below about 12%; also: strong numbers were not always called active
inhibitors of VEEV 10K pilot screen = second read-out of inhibitors of VEEV, no call of its own (marks repeat the call); inhibition, %; measured here: 10K pilot screen inhibition
* hit, by the source's call; i = inactive; ? = inconclusive; · = no result given.

SMILES	M. tuberculosis	M. tuberculosis HTS	Salmonella PhoP GFP	H1N1 NS1A inhibition	inhibitors of VEEV	others
CCn1c(SCC(=O)NC(C)C(C)C)nc2cc(S(=O)(=O)N3CCOCC3)ccc21 (configuration not stated)	10%	-30%	-7%	-9%	8.2%
CCCc1cc(C(=O)Nc2cc(OC)c(Cl)cc2OC)no1	-2%	3%	-7%	-6%	0.3%
O=C(CSc1nc2ccsc2c(=O)n1Cc1ccccc1)NCc1ccco1	3%	-2%	3%	10%	2.5%
CCCCn1nnc(NC(=O)CC23CC4CC(CC(C4)C2)C3)n1	11%	-6%	4%	-13%	3.8%
Clc1ccc(CSc2nnc([C@@H]3CCCN3)o2)cc1	?	4%	5%	-1%	1.1%
COC(=O)C1=C[C@@H](C(=O)OC)[C@@H]2C3=C(C(=O)[C@]2(C)NC(=O)c2ccccc2)[C@H](C)n2c(=O)n(-c4ccccc4)c(=O)n2[C@@H]3C1	2%	6%	-1%	8%	i
CC(C)c1ccc(/C=N/NC(=O)c2nnn(-c3nonc3N)c2CN(C)C2CCCCC2)cc1	5%	-2%	-6%	1%	i
CC(=O)Nc1cccc(-c2cnc(N)c(C(=O)c3cccnc3)n2)c1	10%	5%	·	5%	0.7%
NS(=O)(=O)c1ccc(CCNC(=O)Cn2c(=O)c3cccn3c3cccnc32)cc1	-5%	-1%	-7%	-2%	0.9%
O=C(CCN1C(=O)c2ccccc2C1=O)CN1CCOCC1	9%	11%	0%	0%	0.3%
CC(/C=C/c1ccc2c(c1)OCO2)=N\NC(=O)c1cccc([N+](=O)[O-])c1	69%	?	0%	2%	0.1%
Cc1ccc(-c2csc3ncnc(Cl)c23)cc1	64%	-3%	-8%	-3%	1.0%
O=C(NC(=S)Nc1cc(-c2nc3ccccc3[nH]2)ccc1Cl)c1ccc2c(c1)OCO2	65%	2%	-10%	1%	13%
CCCn1c(N)c(C(=O)COC(=O)CNC(=O)c2ccccc2OCC)c(=O)[nH]c1=O	-15%	5%	·	-21%	4.8%
CC(C)Cc1cc(C(=O)N2CCCC(CO)(Cc3ccc(F)cc3)C2)no1 (configuration not stated)	12%	22%	-28%	7%	i
O=C(NCc1ccc2c(c1)CCO2)Nc1ccccc1	-7%	0%	14%	8%	4.0%
CCOc1ccc(NC(=O)COc2nsnc2N2CCCCC2)cc1	5%	1%	1%	8%	3.1%
CN(CC(=O)NC1CC1)S(=O)(=O)c1ccc(Br)cc1	1%	2%	12%	5%	1.5%
CCOc1ccccc1/C=N/NC(=O)c1cc(C(C)C)[nH]n1	11%	-1%	0%	-2%	0.2%
CCOC(=O)N1CCN(C(=O)c2ccc(CNS(=O)(=O)c3ccc(OC)cc3)cc2)CC1	6%	-7%	-13%	2%	0.3%
N#Cc1nc(-c2cccc3ccccc23)oc1NCCN1CCOCC1	26%	15%	6%	10%	i
CCOc1ccc(C(=O)NCC(=O)N2CCC3(CC2)NCCc2[nH]cnc23)cc1	2%	4%	11%	-3%	i
N/C(=N\O)c1ccccc1N1CCCCC1	-7%	-4%	5%	4%	0.4%
O=C(NCc1ccc(Cl)cc1)c1noc2c1CCCC2	11%	0%	-6%	19%	i
COc1ccc(NC(=O)CNCc2ccc(Cl)cc2)cc1S(=O)(=O)N1CCOCC1	15%	-10%	·	-14%	1.9%
O=C(NCCCc1ccccc1)C(=O)NCC1OCCN1S(=O)(=O)c1cc(F)ccc1F (configuration not stated)	15%	-3%	-1%	-4%	5.3%
COCCN1C(=O)CS/C1=C(/C#N)C(=O)NCc1ccco1	7%	-2%	5%	-3%	1.3%
O=C(COc1ccc([N+](=O)[O-])cc1)NNC(=O)Nc1cccc(F)c1	12%	?	-8%	-3%	2.1%
O=C(O)c1ccccc1NS(=O)(=O)c1cccc(NS(=O)(=O)c2cc(Br)ccc2Br)c1	10%	10%	·	4%	1.2%
COc1cc(/C=C(\NC(C)=O)C(=O)O)cc(OC)c1OC	-4%	6%	1%	·	i
CCCCn1nnnc1NCc1ccc(N(CC)CC)cc1	12%	-9%	0%	9%	i
COc1ccc(Cc2nnc(NC(=O)c3cc(OC)c(OC)c(OC)c3)s2)cc1	6%	11%	7%	1%	9.6%
CCN(CC)S(=O)(=O)c1ccc(C(=O)NCC(c2ccc(OC)cc2)N2CCOCC2)cc1 (configuration not stated)	4%	0%	5%	2%	0.5%
CCOC(=O)Nc1ccc2c(CN3CCN(S(=O)(=O)c4ccccc4F)CC3)cc(=O)oc2c1	·	·	·	-7%	7.0%
CC(=O)C1=C(C)NC(SCc2ccc(C#N)cc2)=C(C#N)C1c1ccco1 (configuration not stated)	11%	-2%	-9%	5%	6.9%
Cc1ccc(C(=O)NC(Cc2c[nH]c3ccccc23)C(=O)O)cc1 (configuration not stated)	-4%	6%	-4%	-5%	0.2%
Nc1ccc(C(=O)Nc2ccc(OC(F)(F)C(F)F)c(NC(=O)c3ccc(N)cc3)c2)cc1	·	52%	-10%	-6%	10%
CC(C)C(c1nnnn1C(C)(C)C)N1CCN(Cc2cccnc2)CC1 (configuration not stated)	8%	-1%	4%	-1%	i
CC(=O)c1ccc(NC(=S)NC(NC(=O)c2ccco2)C(Cl)(Cl)Cl)cc1 (configuration not stated)	-2%	-6%	28%	-2%	6.2%
Cc1cc([N+](=O)[O-])ccc1NC(=O)CCC(=O)N1CCCCC1	3%	-4%	-5%	17%	0.3%
Cc1cccc(C(=O)O/N=C/c2ccc(Br)cc2)c1	25%	48%	10%	-1%	0.9%
C[C@H](NC(=O)c1ccco1)C(=O)NC1CCCCCC1	19%	-5%	·	-17%	1.7%
CSc1ccc(C(=O)C2CCCN(S(=O)(=O)N(C)C)C2)cc1 (configuration not stated)	54%	-1%	-10%	2%	3.7%
CC(C)(C)C1CCC(=NNC(=O)c2cc3c(s2)CCCC3)CC1 (configuration not stated)	4%	-5%	-2%	15%	1.0%
CC(C)C(c1nnnn1Cc1ccc(F)cc1)N1CCN(C2CCCC2)CC1 (configuration not stated)	-7%	-1%	-4%	-10%	1.1%
COCCNC(=O)CSc1nnc(NC(=O)C2CC(=O)N(c3ccccc3OC)C2)s1 (configuration not stated)	-6%	-6%	-7%	0%	2.1%
COc1ccc(C(=O)NCC(=O)OCc2csc(-c3ccccc3)n2)cc1	7%	-5%	-5%	6%	0.5%
CC1CCc2sc(C(=O)OCC(=O)NCc3ccc(F)cc3)cc2C1 (configuration not stated)	22%	-4%	5%	4%	9.6%
COc1ccc(-c2sc3cc4c(cc3c2C#CC2(O)CCCCC2)OCO4)cc1	64%	?	·	0%	2.3%
CC(C)(C)c1ccc(/C=C2\SC(=O)N=C2N)cc1	-16%	-5%	3%	-1%	1.4%
Cc1ccc(-c2n[nH]c(=S)n2/N=C/c2ccncc2)cc1	-16%	-2%	7%	-11%	3.7%
O=C(CCC(=O)N1CCCCCC1)Nc1ccc([N+](=O)[O-])cc1	1%	7%	8%	0%	0.1%
Cc1cc(C)cc(NS(=O)(=O)c2cnc(Cl)c(Cl)c2)c1	35%	5%	-20%	-13%	4.0%
O=C(NCc1ccccn1)Nc1ccc(Cl)cc1Cl	13%	-4%	-3%	8%	1.0%
Cc1[nH]c(=S)c(C#N)c(C)c1Cc1ccc(Cl)cc1Cl	-9%	6%	8%	1%	3.7%
CSc1nc(N)c(N=Nc2ccc([As](=O)(O)O)cc2)c(=O)[nH]1	-1%	-5%	6%	-22%	0.5%
CC1N/C(=C\C(=O)c2ccccc2)N(O)C1(C)C (configuration not stated)	51%	3%	-1%	1%	0.2%
CN(C)C(=O)Oc1ccc(OC(=O)N(C)C)cc1	-10%	4%	4%	-13%	5.2%
O=S(=O)(Nc1ccc(Cl)cn1)c1ccc(Cl)cc1	60%	9%	-5%	-1%	0.8%
CC1=C/C(=C(\c2cc(C)c(O)c(Br)c2)c2ccccc2S(=O)(=O)O)C=C(Br)C1=O	3%	17%	3%	?	i

Pulled by compound from the list above (6):
SMILES	M. tuberculosis	M. tuberculosis HTS	Salmonella PhoP GFP	H1N1 NS1A inhibition	inhibitors of VEEV	others
CSc1ccc(C(=O)C2CCCN(S(=O)(=O)N(C)C)C2)cc1 (configuration not stated)	54%	-1%	-10%	2%	3.7%
CC1N/C(=C\C(=O)c2ccccc2)N(O)C1(C)C (configuration not stated)	51%	3%	-1%	1%	0.2%
Cc1cccc(C(=O)O/N=C/c2ccc(Br)cc2)c1	25%	48%	10%	-1%	0.9%
COCCNC(=O)CSc1nnc(NC(=O)C2CC(=O)N(c3ccccc3OC)C2)s1 (configuration not stated)	-6%	-6%	-7%	0%	2.1%
COc1ccc(C(=O)NCC(=O)OCc2csc(-c3ccccc3)n2)cc1	7%	-5%	-5%	6%	0.5%
CC(C)(C)c1ccc(/C=C2\SC(=O)N=C2N)cc1	-16%	-5%	3%	-1%	1.4%

The listing picks up, repeating the two entries before the break.
SMILES	M. tuberculosis	M. tuberculosis HTS	Salmonella PhoP GFP	H1N1 NS1A inhibition	inhibitors of VEEV	others
O=S(=O)(Nc1ccc(Cl)cn1)c1ccc(Cl)cc1	60%	9%	-5%	-1%	0.8%
CC1=C/C(=C(\c2cc(C)c(O)c(Br)c2)c2ccccc2S(=O)(=O)O)C=C(Br)C1=O	3%	17%	3%	?	i
COc1ccc(-n2nc(C(=O)NCC(=O)N3CCC(C)CC3)c3ccccc3c2=O)c(OC)c1	-10%	-8%	6%	11%	0.0%
c1ccc(CC2CCN(c3nnnn3-c3ccccc3)CC2)cc1	11%	2%	15%	-3%	1.1%
O=C(C1=C[C@H](c2ccc(Br)cc2)C[C@H](OCCCCO)O1)N1CCN(Cc2ccccc2)CC1	47%	2%	5%	-3%	i	inhibitors of VEEV 10K pilot screen=0.0
CN(C)S(=O)(=O)c1cccc(-c2nn(-c3ccccc3)cc2/C=C2\SC(=S)N(CC(=O)O)C2=O)c1	33%	2%	6%	9%	2.8%
Cc1ccc(NC(=O)COS(=O)c2ccc(C)cc2)cc1 (configuration not stated)	65%	-11%	9%	-13%	i
O=S(=O)(Nc1ccc(Cl)cn1)c1cnc(Cl)c(Br)c1	30%	-1%	10%	-14%	2.2%
COc1cc(CNC2CCCC2)c(Br)cc1OCc1ccccc1	39%	34%	9%	8%	i
Cc1ccc(S(=O)(=O)N2CCOCC2)cc1C(=O)N1CCN(S(=O)(=O)c2ccccc2F)CC1	·	·	·	-2%	i
COCCCNS(=O)(=O)c1cccc(S(=O)(=O)c2cccc(S(=O)(=O)NCCCOC)c2)c1	3%	-2%	-2%	1%	i
Cc1ccccc1N1CCN(C(=S)c2ccc([N+](=O)[O-])cc2)CC1	-28%	1%	-2%	10%	2.3%
O=C(CNS(=O)(=O)c1ccccc1)N1CCN(C(=O)c2ccco2)CC1	-17%	-2%	3%	-12%	0.3%
CN(C)CC/C=C1\c2cc(Cl)ccc2Sc2cc(F)c(F)cc21	i	?	11%	16%	42%
CCOc1ccc(N(CC(=O)NC2CCCC2)C(=O)CCC(=O)Nc2nccs2)cc1	5%	6%	15%	-7%	2.5%
O=C(NNC(=O)c1ccncc1)Nc1cc(Cl)ccc1Cl	·	·	·	-21%	2.0%
COc1ccc2c(c1)c1nc(SCC(C)C)n(CCO)c(=O)c1n2C	-17%	5%	31%	-14%	0.7%
COC(=O)c1cn(C(=O)c2ccccc2)c2ccccc12	3%	8%	-6%	7%	0.2%
c1ccc(CCn2nnnc2C(c2cccs2)N2CCOCC2)cc1 (configuration not stated)	5%	-14%	5%	12%	3.0%	inhibitors of VEEV 10K pilot screen=0.3
Cc1cccc(C)c1NC(=O)C1c2cccc[n+]2CC(=O)N1Cc1ccc2c(c1)OCO2 (configuration not stated)	3%	4%	-6%	-5%	0.5%
O=S(=O)(Nc1cccnc1)c1ccc(Br)c2ccccc12	22%	4%	1%	1%	0.5%
CC(C)COP(=O)(c1ccc(N(C)C)cc1)C(O)c1ccccc1F (configuration not stated)	-2%	-15%	-16%	-1%	3.3%
Cc1ccc(C)c(C2=CSC3=NS(=O)(=O)CCN23)c1	1%	3%	-38%	3%	1.3%
COc1ccc(Cl)cc1C(=O)N1CCN(c2ccccn2)CC1	-1%	0%	-8%	-5%	3.4%
Cc1cc(OCCOc2cccc3cccnc23)cc(C)c1Cl	6%	2%	-4%	-6%	1.5%
CC1Cc2ccccc2N1C(=O)C1CC(=O)N(c2ccccc2)C1 (configuration not stated)	-5%	1%	2%	6%	1.6%
O=C(c1cc2cc(Br)ccc2oc1=O)N1CCCC1	15%	0%	-4%	3%	3.8%
CCOC(=O)c1c(C=O)c2ccccc2n1CC	-1%	-2%	-9%	-12%	i
